LANA DNA inh – inhibitors of KSHV C-LANA binding to DNA, primary screen, biochemical, fluorescence polarization, FAM-LBS DNA, MBP-C-LANA, single point; inhibition, % at 9 µM; AID 504423, 2011; Kaposi's sarcoma herpesvirus LANA C-terminal domain (residues 932-1162) DNA binding; 0.078% of 340,000 active;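 active means highest replicate inhibition at or above 60% at 9 µM, even if other replicates fall short; inactive means all replicates below 60% inhibition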;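 further: 0% = neutral control wells and 100% = 4 µM acridine orange control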
PKA-R2B activ – activators of PKA-R2B holoenzyme, primary screen, biochemical, fluorescence polarization, Cy5-IP20, human; activation, % at 11.4 µM; cAMP-dependent protein kinase catalytic subunit beta (Homo sapiens) + cAMP-dependent …; PKA-R2B holoenzyme dissociation; R2B truncated from residue 108, S112A mutant; 0% DMSO only, 100% 113 µM cGMP; 0.079% of 340,000 active;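 active means activation above a cutoff set at the mean over all compounds plus 3 SD, cut at about 18% in these data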;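 further: higher means more holoenzyme dissociation and a rise in polarization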
SR-BI HDL uptake – inhibitors of SR-BI mediated HDL lipid uptake, primary screen, ldlA[mSR-BI] cells, fluorescence, single point. Scavenger receptor class B member 1 (Mus musculus), Q61009. ldlA[mSR-BI] CHO cells, DiI-HDL uptake fluorescence, 3 h. 0.96% of 320,000 active. inhibition, % at 12.5 µM;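 active means mean replicate inhibition of at least 70% and a set share of replicates each scoring 70 or more; inconclusive means meets just one of the two criteria; inactive means fails both criteria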;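 further: 0% = median of neutral control wells and 100% = median of positive control wells; values of inactives mirror those of a sister screen read the other way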
Arr AP2 block – inhibitors of beta-arrestin/AP2 binding, primary screen, biochemical, GPCR trafficking, flow cytometry | FITC-arrestin peptide / GST-AP2 beads; AP2 beta2 appendage carries R879A mutation | inhibition, % at 10 µM | 0.31% of 340,000 active | AID 504490, 2011;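 active means inhibition above a set limit, near 3 SD of compounds lacking own fluorescence, cut at about 54% in these data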;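 further: plate controls were DMSO wells for no effect and 5 µM unlabelled arrestin peptide for full effect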
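System: GST-tagged AP2 beta2-adaptin appendage (R879A) on 4 µm glutathione beads / Reagent: FITC-arrestin peptide, 50 nM / Detection: HyperCyt-sampled flow cytometry, FL1 channel, ex 488/em 535 nm / Timing: 12 min plus 1 h, RT / Buffer or medium: PBS plus Tween 20 (0.05%) and BSA (0.1%)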
NSD2 inh – NSD2 histone methyltransferase inhibitors, primary screen, biochemical, AlphaScreen, single concentration, set 2 | Histone-lysine N-methyltransferase NSD2 (Homo sapiens), O96028 | NSD2 peptide methylation, 120 min | inhibition, % at 12.5 µM | 0.54% of 310,000 active | AID 743445, 2014; in the data active means inhibition above about 50%
Target sequence (O96028 whole entry, looked up): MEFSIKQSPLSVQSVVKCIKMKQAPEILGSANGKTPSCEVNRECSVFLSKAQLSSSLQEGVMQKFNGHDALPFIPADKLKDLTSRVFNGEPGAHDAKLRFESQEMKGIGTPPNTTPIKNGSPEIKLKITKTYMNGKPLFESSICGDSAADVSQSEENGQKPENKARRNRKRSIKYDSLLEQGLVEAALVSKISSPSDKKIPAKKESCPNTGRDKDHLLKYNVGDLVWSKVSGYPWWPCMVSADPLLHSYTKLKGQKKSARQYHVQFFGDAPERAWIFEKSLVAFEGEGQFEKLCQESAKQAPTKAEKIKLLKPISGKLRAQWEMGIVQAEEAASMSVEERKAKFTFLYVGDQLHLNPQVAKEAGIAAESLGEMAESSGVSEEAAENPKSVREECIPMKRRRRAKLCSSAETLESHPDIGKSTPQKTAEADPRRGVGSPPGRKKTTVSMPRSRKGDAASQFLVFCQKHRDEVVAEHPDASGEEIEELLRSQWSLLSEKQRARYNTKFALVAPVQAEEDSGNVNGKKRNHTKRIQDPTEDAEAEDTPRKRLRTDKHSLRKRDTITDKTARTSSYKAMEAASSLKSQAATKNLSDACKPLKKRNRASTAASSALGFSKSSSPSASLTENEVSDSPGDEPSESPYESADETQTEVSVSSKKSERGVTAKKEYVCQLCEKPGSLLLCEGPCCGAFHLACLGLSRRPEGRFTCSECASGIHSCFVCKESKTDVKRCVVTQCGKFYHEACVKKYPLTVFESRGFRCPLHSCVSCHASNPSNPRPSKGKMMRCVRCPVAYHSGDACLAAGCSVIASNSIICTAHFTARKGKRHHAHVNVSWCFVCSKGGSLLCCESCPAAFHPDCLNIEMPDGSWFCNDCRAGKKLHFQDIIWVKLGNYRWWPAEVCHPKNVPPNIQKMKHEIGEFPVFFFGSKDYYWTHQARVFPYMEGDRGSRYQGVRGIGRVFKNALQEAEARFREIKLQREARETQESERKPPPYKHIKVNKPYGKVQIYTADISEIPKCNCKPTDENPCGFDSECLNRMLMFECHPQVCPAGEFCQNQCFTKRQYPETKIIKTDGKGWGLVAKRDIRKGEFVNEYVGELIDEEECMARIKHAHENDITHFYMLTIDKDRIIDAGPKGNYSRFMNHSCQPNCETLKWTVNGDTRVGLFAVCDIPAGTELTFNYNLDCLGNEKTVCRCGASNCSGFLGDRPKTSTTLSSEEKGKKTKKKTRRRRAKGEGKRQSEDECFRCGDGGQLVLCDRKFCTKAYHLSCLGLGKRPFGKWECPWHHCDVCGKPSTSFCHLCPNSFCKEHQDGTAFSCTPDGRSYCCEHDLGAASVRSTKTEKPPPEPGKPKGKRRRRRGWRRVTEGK
Keap1 Nrf2 FP – Keap1-Nrf2 protein-protein interaction inhibitors, primary screen, biochemical, fluorescence polarization, single point | 0.15% of 340,000 active | AID 504523, 2011 | inhibition, % at 9.4 µM | Keap1 Kelch-Nrf2 peptide fluorescence polarization, 1536-well | Kelch-like ECH-associated protein 1 (Homo sapiens), Q14145; in the data active means inhibition above about 12%; inconclusive means no clear call, values can overlap the other calls; inactive means below about 7.3%;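 further: human Keap1 Kelch domain with fluorescein labeled Nrf2 9mer peptide probe; 0% = neutral control wells and 100% = peptide positive control; higher means more block of Keap1 binding to Nrf2 peptide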
Cardiac RTF inh – cardiac RTF calcium sensitivity inhibitors, primary screen, biochemical, IANBD-TnC fluorescence, EC70 calcium; 0.12% of 340,000 active; AID 493244, 2011; inhibition, % at 7.15 µM; IANBD-labeled cardiac RTF, Ca2+ fluorescence; Troponin I, cardiac muscle (Homo sapiens) + Troponin T, cardiac muscle (Homo sapiens) + …;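 active means inhibition above the mean inhibition of all tested compounds plus 3 SD, cut at about 17% in these data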;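 further: assay run at fixed EC70 calcium of 1.6 mM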
DAGLB inhibitor – DAGLB lipase inhibitors, primary screen, biochemical, fluorescence, HTS; Diacylglycerol lipase-beta (Homo sapiens), Q8NCG7; HEK293T DAGLB membrane lysate, EnzChek fluorogenic substrate; inhibition, % at 5.17 µM; 0.059% of 340,000 active; in the data active means inhibition above about 34%;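 further: 0% = enzyme with vehicle and 100% = wells lacking enzyme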
PvdQ inh – P. aeruginosa PvdQ acylase inhibitors, primary screen, biochemical, fluorescence, plate reader and imaging, single point; PvdQ acylase [Pseudomonas aeruginosa LESB58]; purified PvdQ acylase; inhibition, % at 10 µM; 0.063% of 340,000 active; AID 488965, 2010; in the data active means inhibition above about 30%, passing the limit was not always enough; inconclusive means no clear call, values can overlap the other calls;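 further: 0% = vehicle neutral wells and 100% = reference inhibitor wells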
SR-BI DiI-HDL act – activators of SR-BI mediated DiI-HDL uptake, primary screen, ldlA[mSR-BI] CHO cells, DiI fluorescence. 0.096% of 320,000 active. activation, % at 12.5 µM. 3 h; 100 = double the neutral-control signal;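 active means mean replicate activation of at least 60% and every replicate at or above 60%; inconclusive means mean or all-replicate condition met, but not both; inactive means mean below 60% and not all replicates reaching 60%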;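 further: 0% = median plate neutral-control signal and 100% = twice that signal; values of inactives mirror those of a sister screen read the other way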
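system = CHO ldlA[mSR-BI] cells, LDL receptor-null, SR-BI overexpressing | medium = Ham's F12 with 0.5% BSA, HEPES 25 mM, pH 7.4 | probe or stimulus = DiI-HDL 10 µg/mL | compound dosing = single-point compound dose | incubation = compound exposure 3 h, 37 °C | technique = DiI fluorescence, bottom read | read-out = cell-associated DiI fluorescence as measure of HDL uptake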
Active calls of the source: *; ? = inconclusive; / = not tested or not shown.

SMILES | LANA DNA inh | PKA-R2B activ | SR-BI HDL uptake | Arr AP2 block | NSD2 inh | Keap1 Nrf2 FP | Cardiac RTF inh | DAGLB inhibitor | PvdQ inh | SR-BI DiI-HDL act
CC1(c2nnc(-c3ccncc3)o2)CC(c2ccc(Cl)cc2)=NO1 (stereo not drawn) | 0.5 | 9 | -15 | 9 | / | -2 | 4 | -1 | -11 | 15
Cc1cccc(-c2nnc(SCc3cc(=O)[nH]c4ccccc34)n2C)c1 | -1.9 | -2 | -12 | 18 | 0 | 0 | 1 | 0 | 6 | 11
N#Cc1cc(NC2CCCC2)c([N+](=O)[O-])cc1C#N | -0.7 | 6 | 4 | -2 | 4 | -3 | 3 | 2 | -3 | -4
CN(c1cccc(NC(=O)CN(c2cccc(F)c2)S(C)(=O)=O)c1)S(C)(=O)=O | 0.7 | -5 | -4 | -3 | -1 | -1 | 1 | -2 | 4 | 4
CCc1nc(N2CCN(C(=O)c3ccccc3)CC2)c(C#N)c2c1COC(C)(C)C2 | -0.7 | 5 | 45 | 9 | 1 | -5 | -4 | -8 | 5 | -45
CCOC(=O)N1CCN(C(=O)CN(c2ccccc2OC)S(=O)(=O)c2ccc(OC)cc2)CC1 | -0.4 | -8 | 2 | 4 | 0 | -2 | -10 | 0 | -10 | -2
CCOC(=O)c1ccc(Nc2ccc([N+](=O)[O-])cn2)cc1 | -0.4 | -9 | -6 | -5 | -1 | -1 | 1 | -2 | -4 | 6
Cc1c(NC(=O)OCc2ccccc2)c(=O)n(-c2ccccc2)n1C | 0.8 | -1 | -13 | 5 | / | -3 | -2 | -2 | -11 | 13
CC(=O)N1c2c(cc(Br)cc2S(=O)(=O)N2CCN(c3ccccc3F)CC2)CC1C (stereo not drawn) | -1.2 | -4 | / | -3 | / | 0 | 4 | 0 | -9 | /
Brc1ccc(/C=N/N2CCN(C3c4ccccc4-c4ccccc43)CC2)s1 | -3.7 | 0 | ? | -1 | -1 | -5 | -11 | 2 | -5 | -81
Cn1c(=O)c2c(nc(Br)n2CCSc2ncccn2)n(C)c1=O | 0.4 | -5 | -26 | -1 | 0 | -3 | -12 | -2 | -15 | 26
O=C(NC1CCN(Cc2ccccc2)CC1)c1c(Cl)cccc1Cl | -4.6 | 4 | -3 | 49 | 47 | 0 | 3 | 0 | 4 | 3
COc1cccc(N2CCN(C(=O)c3ccc(CSc4nc5ccncc5[nH]4)cc3)CC2)c1 | -1.7 | 3 | -12 | 9 | / | 1 | -2 | -1 | -29 | 12
CN(C)S(=O)(=O)c1ccc(Cl)c(NC(=O)C2CCN(S(=O)(=O)c3cccs3)CC2)c1 | 2.5 | -2 | 4 | 22 | 40 | 0 | -7 | -4 | -4 | -4
CC1CN(c2ccccc2)C(=O)CS1 (stereo not drawn) | 0.7 | -3 | -4 | -2 | -3 | -3 | -26 | 3 | -15 | 4
COc1cc(N2C(=O)C=CC2=O)ccc1N1C(=O)C=CC1=O | 2.0 | 3 | -12 | 7 | -1 | -28 | 7 | 4 | -6 | 12
COc1ccc(-c2c(-c3ccc4c(c3)OCO4)noc2C)cn1 | 1.4 | 6 | 7 | 5 | / | 2 | -1 | -15 | 8 | -7
C=CCn1c(=O)c2ccccc2n2c(=S)[nH]nc12 | 1.6 | -11 | -14 | -12 | -2 | 3 | -6 | 1 | -12 | 14
CCOC(=O)c1c(C)[nH]c(C(=O)COC(=O)c2ccc([N+](=O)[O-])o2)c1C | 0.8 | -14 | 27 | -2 | -1 | -1 | -9 | -4 | -19 | -27
Cc1cc(C(=O)O)sc1C | 0.8 | 2 | 2 | 2 | -3 | -2 | -13 | -1 | -5 | -2
CN1C(=O)S/C(=C\c2ccccc2OCc2ccc(C(=O)O)cc2)C1=O | -0.3 | -5 | -30 | -18 | 0 | -2 | -6 | 3 | -15 | 30
CCOC(=O)c1cccc(NC(=O)c2ccco2)c1 | -1.9 | 8 | -6 | 5 | -2 | 2 | -3 | 2 | -7 | 6
CCOc1ccc(-n2c(Cc3cc(=O)[nH]c(=O)[nH]3)nnc2SCC(=O)NC2CCCC2)cc1 | -0.6 | 10 | -20 | 2 | / | -1 | -7 | -2 | -12 | 20
COc1ccc(NC(=O)c2cncn2-c2ccccc2)cc1 | 0.8 | 0 | / | 2 | 2 | -7 | -5 | 3 | -12 | /

A portion from the list above, as a working copy:
SMILES | LANA DNA inh | PKA-R2B activ | SR-BI HDL uptake | Arr AP2 block | NSD2 inh | Keap1 Nrf2 FP | Cardiac RTF inh | DAGLB inhibitor | PvdQ inh | SR-BI DiI-HDL act
CN(C)S(=O)(=O)c1ccc(Cl)c(NC(=O)C2CCN(S(=O)(=O)c3cccs3)CC2)c1 | 2.5 | -2 | 4 | 22 | 40 | 0 | -7 | -4 | -4 | -4
CC1CN(c2ccccc2)C(=O)CS1 (stereo not drawn) | 0.7 | -3 | -4 | -2 | -3 | -3 | -26 | 3 | -15 | 4

The list continues.
SMILES | LANA DNA inh | PKA-R2B activ | SR-BI HDL uptake | Arr AP2 block | NSD2 inh | Keap1 Nrf2 FP | Cardiac RTF inh | DAGLB inhibitor | PvdQ inh | SR-BI DiI-HDL act
O=c1[nH]c(CN2CCc3ccccc3C2)nc2ccccc12 | 3.6 | -5 | -1 | -5 | 6 | -1 | -3 | 3 | -15 | 1
O=C(NCc1ccccc1)C(c1cccnc1)N(C(=O)c1ccccn1)c1ccccc1F (stereo not drawn) | 0.4 | -4 | 0 | 14 | / | 7 | -6 | 1 | -6 | 0
C[C@H](CO)N1C[C@H](C)[C@@H](CN(C)S(=O)(=O)c2ccccc2)Oc2c(NS(=O)(=O)c3cccs3)cccc2C1=O | -0.8 | -4 | -18 | / | / | -1 | -6 | -1 | 14 | 18
CC1(C)CC(O)(CNCc2ccc3c(c2)OCO3)CCO1 (stereo not drawn) | -0.7 | -4 | 4 | 14 | -2 | -1 | -4 | -2 | -3 | 10
Oc1ccccc1-c1n[nH]c(=S)n1Cc1ccccc1 | 4.2 | 4 | -65 | -7 | 0 | -3 | 4 | 4 | -6 | ?
COc1ccc(NC(=O)c2nn(C)c(C(=O)Nc3ccc(OC)cc3)c2[N+](=O)[O-])cc1 | -2.1 | 3 | 3 | 26 | 0 | 1 | 6 | -4 | 5 | -3
CCn1ccnc1CN1CCN(CCC(C)C)C(CCO)C1 (stereo not drawn) | 0.2 | -16 | -10 | -2 | -2 | -2 | -3 | 0 | -12 | 10
CC(C)(C)NC(=O)C(c1ccncc1)N(CC1CCCO1)C(=O)Cn1nnc(-c2ccc(F)cc2)n1 (stereo not drawn) | -1.5 | -6 | -5 | -8 | -2 | -3 | 4 | 1 | -16 | 5
Fc1ccc(COc2ccc(/C=N/n3cnnc3)cc2)cc1 | -0.2 | 8 | 5 | 11 | -6 | -6 | -2 | 2 | -7 | -5
Cc1cnc(-c2nnc(N(C)C(=O)c3cccnc3)s2)cn1 | -1.3 | -3 | 7 | 9 | -67 | -2 | -1 | -1 | -11 | -7
Fc1ccc(-c2cnc[nH]2)cc1 | -0.5 | -17 | -31 | 12 | 1 | -2 | 4 | -2 | 4 | 31
O=C(CCCl)Nc1nnc(SCC(=O)NC2CCCC2)s1 | -2.0 | 8 | -20 | 2 | -7 | 2 | -27 | 0 | -13 | 20
CC(C(=O)N1CCOCCOCCOCC1)N1C(=O)c2ccccc2C1=O (stereo not drawn) | -0.9 | 1 | -1 | 17 | 1 | 2 | 3 | 0 | 1 | 1
CCOC(=O)c1nc(N/N=C/c2ccccc2)sc1Br | -0.7 | -4 | 27 | 5 | 3 | 0 | -2 | 1 | -10 | -27
COC(=O)CCNS(=O)(=O)c1ccc2nsnc2c1 | 1.0 | 1 | 8 | 3 | / | -3 | -3 | -2 | -15 | -8
COc1ccc(S(=O)(=O)NCC(c2ccc3c(c2)OCO3)N2CCN(C)CC2)cc1OC (stereo not drawn) | 1.4 | -11 | -28 | 24 | 3 | 1 | -6 | -1 | 5 | 28
O=C(Nc1ccccc1-c1nnn(CC(=O)N2CCCc3ccccc32)n1)c1ccc(Cl)cc1 | 0.0 | 2 | 36 | 0 | / | -5 | 1 | 0 | -9 | -36
Cc1[nH]nc2c1[C@@H](c1ccccc1[N+](=O)[O-])C(C#N)=C(N)O2 | 0.5 | 2 | -7 | 15 | 0 | -6 | -1 | -9 | 12 | 7

By substructure: those above with fluorine.
SMILES | LANA DNA inh | PKA-R2B activ | SR-BI HDL uptake | Arr AP2 block | NSD2 inh | Keap1 Nrf2 FP | Cardiac RTF inh | DAGLB inhibitor | PvdQ inh | SR-BI DiI-HDL act
CN(c1cccc(NC(=O)CN(c2cccc(F)c2)S(C)(=O)=O)c1)S(C)(=O)=O | 0.7 | -5 | -4 | -3 | -1 | -1 | 1 | -2 | 4 | 4
CC(=O)N1c2c(cc(Br)cc2S(=O)(=O)N2CCN(c3ccccc3F)CC2)CC1C (stereo not drawn) | -1.2 | -4 | / | -3 | / | 0 | 4 | 0 | -9 | /
O=C(NCc1ccccc1)C(c1cccnc1)N(C(=O)c1ccccn1)c1ccccc1F (stereo not drawn) | 0.4 | -4 | 0 | 14 | / | 7 | -6 | 1 | -6 | 0
CC(C)(C)NC(=O)C(c1ccncc1)N(CC1CCCO1)C(=O)Cn1nnc(-c2ccc(F)cc2)n1 (stereo not drawn) | -1.5 | -6 | -5 | -8 | -2 | -3 | 4 | 1 | -16 | 5
Fc1ccc(COc2ccc(/C=N/n3cnnc3)cc2)cc1 | -0.2 | 8 | 5 | 11 | -6 | -6 | -2 | 2 | -7 | -5
Fc1ccc(-c2cnc[nH]2)cc1 | -0.5 | -17 | -31 | 12 | 1 | -2 | 4 | -2 | 4 | 31

Hits appear at their usual frequency (roughly 2.1% active in at least one column).
